CHO parental Ca = counter-screen for OX1R antagonists: effect in parental CHO cells; parental CHO-K1, ATP-induced calcium, Fluo-8 fluorescence; inhibition, % at 5.6 µM; 330,000 tested, 0.63% active; AID 463079;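 active = inhibition above that plate's mean sample inhibition plus 3 SD, cut at about 26% in these data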;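 note: 0% = ATP-challenged DMSO wells and 100% = DMSO wells without ATP; some compounds past the cut are filed as inactive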
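test system = CHO parental line | reagent = ATP stimulus | measured by = intracellular calcium via Fluo-8 no-wash fluorescent dye | control set = ATP and no-ATP DMSO wells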
CHRM1 PAM = human CHRM1 positive allosteric modulation; P11229; CHO-K1 hM1, Fluo-8 calcium fluorescence, ACh EC20; 0% = ACh EC20, 100% = maximal ACh; activation, % at 3 µM; 360,000 tested, 0.088% active; AID 588819; in the data active = activation above about 19%, passing the limit was not always enough
M1 antag = human CHRM1 antagonism. CHO-K1 hM1, Fluo-8 calcium fluorescence, ACh EC80 antagonist. P11229. inhibition, % at 3 µM. 360,000 tested, 1.3% active;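 active = percent inhibition above its own plate's cutoff, namely the mean of that plate's compound wells plus 3 SD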;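 note: peak over basal fluorescence ratio during 140 s after agonist addition; 0% = ACh EC80 plus DMSO and 100% = DMSO alone without agonist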
CHRM1 agonist = agonists of human M1 muscarinic receptor; P11229; CHO-K1 hM1, Fluo-8 calcium fluorescence, agonist mode; 0% DMSO, 100% acetylcholine EC100; activation, % at 3 µM; 360,000 tested, 0.33% active;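 active = activation above the run's mean compound activation plus 3 SD, cut at about 16% in these data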;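 note: peak over basal fluorescence ratio within a 140 s kinetic read after compound addition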
M4 antag = antagonists of human muscarinic M4 receptor (CHRM4) | AID 624125 | 360,000 tested, 0.73% active | CHO-hM4 cells, ACh EC80, Fluo-8 calcium fluorescence | P08173 | inhibition, % at 3 µM;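 active = inhibition above its plate's cutoff, the mean inhibition of sample wells plus 3 SD, cut at about 27% in these data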;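 note: 0% = acetylcholine EC80 with DMSO and 100% = DMSO without agonist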
Target sequence (P08173 whole entry, looked up): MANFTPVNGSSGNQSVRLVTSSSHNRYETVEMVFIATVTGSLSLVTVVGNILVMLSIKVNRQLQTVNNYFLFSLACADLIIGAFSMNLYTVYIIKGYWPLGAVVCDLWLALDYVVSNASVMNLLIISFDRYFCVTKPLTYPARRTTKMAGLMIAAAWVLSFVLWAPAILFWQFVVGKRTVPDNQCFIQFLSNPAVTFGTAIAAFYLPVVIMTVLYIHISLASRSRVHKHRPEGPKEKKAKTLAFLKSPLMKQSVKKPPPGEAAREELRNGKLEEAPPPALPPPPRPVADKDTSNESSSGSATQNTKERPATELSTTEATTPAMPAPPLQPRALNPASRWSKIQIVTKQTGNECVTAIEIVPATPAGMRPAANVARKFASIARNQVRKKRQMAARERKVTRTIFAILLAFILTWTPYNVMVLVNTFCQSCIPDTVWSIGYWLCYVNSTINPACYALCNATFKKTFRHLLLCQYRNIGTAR
M1 ag parental = nonselective activator or artifact in parental CHO-K1 cells; Fluo-8 calcium fluorescence; scaled to maximal ATP response, vehicle zero; 360,000 tested, 0.48% active; activation, % at 3 µM; AID 602248; in the data active = activation above about 15%;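 note: untransfected CHO-K1 host cells lacking M1 receptor as counterscreen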
CHRM4 agonist = CHRM4 agonism in calcium assay | CHO-K1 hM4/Gqi5, Fluo-8 calcium fluorescence; vehicle 0%, full acetylcholine response 100% | 360,000 tested, 0.14% active | activation, % at 3 µM | P08173;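 active = activation above the run mean over all test wells plus 3 SD, cut at about 32% in these data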;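 note: peak over basal fluorescence ratio per well then scaled between controls; 0% = DMSO wells and 100% = acetylcholine at EC100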
CHO-K1 Ca antag = counter-screen for M1 antagonists: effect in parental CHO-K1 cells; ATP-induced calcium, Fluo-8 fluorescence; inhibition, % at 3 µM; 360,000 tested, 0.6% active;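 active = inhibition above a per-plate cutoff, the plate's mean sample inhibition plus 3 SD, cut at about 24% in these data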;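 note: 0% = DMSO plus EC80 ATP and 100% = DMSO alone without ATP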
OXTR potentiate = human OXTR potentiation | CHO-OTR cells, Fluo-8 calcium fluorescence, potentiator mode; 0% = oxytocin EC15, 100% = EC100 | 320,000 tested, 0.061% active | activation, % at 3 µM;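 active = activation above that plate's cutoff, the mean activation of tested compounds plus 3 SD, cut at about 6.6% in these data, passing the limit was not always enough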;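 note: 100% uses oxytocin at 75 nM as the full agonist control; some results filed as inactive read as strong as hits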
Target sequence (P30559 whole entry, looked up): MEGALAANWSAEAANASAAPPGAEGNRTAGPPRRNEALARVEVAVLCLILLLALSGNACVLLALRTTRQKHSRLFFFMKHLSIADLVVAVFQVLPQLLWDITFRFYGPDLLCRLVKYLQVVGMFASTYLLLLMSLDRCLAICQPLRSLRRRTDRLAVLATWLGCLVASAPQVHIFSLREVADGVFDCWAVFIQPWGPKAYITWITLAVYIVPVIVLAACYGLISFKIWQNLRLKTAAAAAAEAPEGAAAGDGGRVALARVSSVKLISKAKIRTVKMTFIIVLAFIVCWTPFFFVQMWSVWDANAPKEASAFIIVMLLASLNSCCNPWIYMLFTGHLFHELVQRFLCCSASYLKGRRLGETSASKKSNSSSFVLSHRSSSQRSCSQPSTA
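Assay system: CHO cell line stably expressing human OTR. Reagent: EC15 oxytocin agonist. Dosing: single dose, 3.0 µM nominal final compound concentration. Timing: compound 6 min at room temperature before oxytocin, 100 s read. Signal: kinetic Fluo-8 calcium fluorescence. Controls: oxytocin EC15 low and EC100 high.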
* hit, by the source's call; / = not tested or not shown.

1. O=C(/C=C/c1ccccc1)OCC(=O)c1c[nH]c2ccccc12
2. CC1=NNC(=O)C1C(c1ccc(Cl)cc1)C(C#N)C#N (stereo unspecified)
3. CCOC(=O)c1cnc(-n2cc(C)cn2)nc1NCc1ccc2c(c1)OCO2
4. COc1ccc(C(=O)NNC(=S)NC(=O)c2cccnc2)cc1
5. NS(=O)(=O)c1ccc(NC(=O)/C=C/c2cn(-c3ccccc3)nc2-c2cccc(Cl)c2)cc1
6. CC(C)c1nnc(NC(=O)CN(C)S(=O)(=O)c2ccc3c(c2)OCCO3)s1
7. CC(=O)c1c(C)[nH]c(C(=O)Nc2nc(C)cs2)c1C
8. Nc1ccn([C@@H]2O[C@H](C(=O)N3CCN(c4ccc(Cl)cn4)CC3)[C@@H](O)[C@H]2O)c(=O)n1

compound no.	1	2	3	4	5	6	7	8
CHO parental Ca	4	-3	-8	0	13	-15	2	/
CHRM1 PAM	-2	0	5	-4	10	7	-1	-1
M1 antag	4	-1	-11	10	-12	-13	8	-12
CHRM1 agonist	-1	-4	-1	-5	-5	-2	-2	-3
M4 antag	-21	6	0	2	-2	0	0	8
M1 ag parental	1.2	-0.3	-0.2	-0.1	0.4	0.0	4.3	-0.5
CHRM4 agonist	14	1	-2	0	1	1	13	0
CHO-K1 Ca antag	-12	3	-20	5	-4	3	-8	-2
OXTR potentiate	-7	-4	-2	-16	2	-9	-3	/

Entries from the list above that have a carbonyl joined to an NH by a bond outside any ring:
4. COc1ccc(C(=O)NNC(=S)NC(=O)c2cccnc2)cc1
5. NS(=O)(=O)c1ccc(NC(=O)/C=C/c2cn(-c3ccccc3)nc2-c2cccc(Cl)c2)cc1
6. CC(C)c1nnc(NC(=O)CN(C)S(=O)(=O)c2ccc3c(c2)OCCO3)s1
7. CC(=O)c1c(C)[nH]c(C(=O)Nc2nc(C)cs2)c1C

compound no.	4	5	6	7
CHO parental Ca	0	13	-15	2
CHRM1 PAM	-4	10	7	-1
M1 antag	10	-12	-13	8
CHRM1 agonist	-5	-5	-2	-2
M4 antag	2	-2	0	0
M1 ag parental	-0.1	0.4	0.0	4.3
CHRM4 agonist	0	1	1	13
CHO-K1 Ca antag	5	-4	3	-8
OXTR potentiate	-16	2	-9	-3

(continued)
9. CC1CCCCN1C(=O)COc1ccc(S(=O)(=O)N2CCCC2)cc1[N+](=O)[O-] (stereo unspecified)
10. COc1cccc(CN2CCCC(C(=O)N3CCCCC3)C2)c1 (stereo unspecified)
11. CCN(CCNC(=O)C1=C(C)C(=O)OC12CCC(C)CC2)c1ccccc1 (stereo unspecified)
12. COc1ccc(S(=O)(=O)Nc2c(C(=O)O)[nH]c3ccc(OC)cc23)cc1
13. O=C(CCc1ccc(S(=O)(=O)N2CCOCC2)cc1)Oc1ccccc1
14. CCN(CC)c1ccc(/C=C2\NC(=O)NC2=O)cc1
15. CN(C)S(=O)(=O)c1ccc(C(=O)OCC(=O)NC(=O)NC2CCCC2)cc1
16. Cc1ccsc1/C=C1/C(=O)NN(c2ccccc2)C1=O

compound no.	9	10	11	12	13	14	15	16
CHO parental Ca	0	-5	-22	-5	-6	-7	-5	-17
CHRM1 PAM	5	11	5	18	5	-2	12	5
M1 antag	-4	-9	-28	-20	-6	10	-6	-4
CHRM1 agonist	-4	-11	-3	0	-3	-5	11	-3
M4 antag	-5	0	0	6	-6	-2	1	-7
M1 ag parental	0.4	0.2	4.5	0.1	3.4	0.7	2.4	12
CHRM4 agonist	1	1	3	1	3	0	6	1
CHO-K1 Ca antag	-6	7	-19	2	-7	2	4	1
OXTR potentiate	-1	-4	-3	-6	-5	-2	-8	-5

17. COc1ccc2c(c1)c(CC(=O)Nc1cc(C)ccc1C)c(C)n2C(=O)c1ccc(Cl)cc1
18. Oc1c(C(c2ccccn2)N2CCCCC2)cc(Cl)c2cccnc12 (stereo unspecified)
19. CC(Sc1nnnn1C1CC1)C(=O)Nc1cccc(S(=O)(=O)N2CCOCC2)c1 (stereo unspecified)
20. CCCCCc1ccc2cc(C#N)ccc2n1
21. COc1ccccc1N1CCN(C(=O)C2CCN(S(=O)(=O)c3ccc4c(c3)CC(C)N4C(C)=O)CC2)CC1 (stereo unspecified)
22. O=S(=O)(CCc1ccncc1)C1Cc2cccc3cccc1c23 (stereo unspecified)
23. Cc1ccc(-c2nc3c(C)cc(Br)cn3c2Cc2ccsc2)cc1
24. O=C(CCC(=O)NCCCc1ccccc1)NCCCc1ccccc1

compound no.	17	18	19	20	21	22	23	24
CHO parental Ca	-22	-17	/	/	-19	0	/	-19
CHRM1 PAM	-7	5	3	-2	-6	8	-6	8
M1 antag	6	-12	-2	1	2	-11	-21	-13
CHRM1 agonist	-5	1	-2	-11	2	-4	-8	-7
M4 antag	2	25	-1	-3	-7	6	-3	8
M1 ag parental	-0.7	1.4	-0.2	-0.7	10	1.6	-0.2	-0.5
CHRM4 agonist	0	2	4	-2	14	4	-2	0
CHO-K1 Ca antag	17	-10	10	13	-6	3	-18	23
OXTR potentiate	1	-5	/	/	-11	-9	/	-1

25. Cc1cc(=O)oc2ccc(OCC(=O)N3CCC(C)CC3)cc12
26. Cc1c(O)c(S(=O)(=O)c2ccccc2)c(=O)n(-c2ccccc2)c1-c1ccccc1
27. CC(CC(=O)N(C)CC(=O)Nc1ccc(N2CCOCC2)cc1)c1ccccc1 (stereo unspecified)
28. CC(C)Cn1c(N)c(C(=O)COC(=O)CCNS(=O)(=O)c2ccccc2)c(=O)n(C)c1=O
29. O=C1C(NS(=O)(=O)c2ccccc2)=C(N2CCN(c3ccc(F)cc3)CC2)C(=O)c2ccccc21
30. COc1ccccc1CNC(=O)C1CC(c2ccccc2[N+](=O)[O-])=NO1 (stereo unspecified)
31. COc1ccccc1CCC(=O)OCC(=O)N1c2ccccc2NC(=O)C1(C)C
32. COc1ccc(/C=C/C(=O)CC(O)(c2ccccc2)C(F)(F)F)cc1 (stereo unspecified)

compound no.	25	26	27	28	29	30	31	32
CHO parental Ca	2	0	-15	-3	5	-10	-21	-5
CHRM1 PAM	1	12	-7	-10	-2	12	-4	-5
M1 antag	-17	-11	14	-3	4	-9	8	-2
CHRM1 agonist	-4	-8	-3	-1	-4	-2	-3	-4
M4 antag	-7	27*	9	-4	5	-6	-7	-1
M1 ag parental	1.7	0.3	-0.1	15	-0.3	-0.5	3.0	0.8
CHRM4 agonist	4	1	0	18	0	1	13	1
CHO-K1 Ca antag	-14	-4	5	-2	0	5	-14	-12
OXTR potentiate	-11	2	-6	-16	-2	2	-7	-20

33. Cc1cc(C)n(C(=O)c2ccc([N+](=O)[O-])cc2[N+](=O)[O-])n1
34. CCC(C)(C)C1CCc2[nH]nc(C(=O)NCCCNC(=O)OC(C)(C)C)c2C1 (stereo unspecified)
35. O=C(CCC1CCCC1)Nc1cc(C(F)(F)F)ccc1N1CCOCC1
36. COc1ccc(CNC(=O)C(c2ccc(C)o2)N(C(=O)c2csnn2)c2ccc(C(C)C)cc2)cc1 (stereo unspecified)
37. O=C(NCCN1CCOCC1)c1ccccc1N1C(=O)[C@@H]2Cc3c([nH]c4ccccc34)C(c3cccc(Cl)c3)N2C1=O (stereo partly specified)
38. COc1ccc2oc(C(=O)NCC3CCCO3)c(C)c2c1 (stereo unspecified)
39. COc1ccc(NC(=S)N2CCCC(c3nc4ccc(C)cc4[nH]3)C2)cc1 (stereo unspecified)
40. COc1cc(NC(=O)COC(=O)CCCC2=NS(=O)(=O)c3ccccc3N2)cc(OC)c1

compound no.	33	34	35	36	37	38	39	40
CHO parental Ca	-6	-4	-30	-25	/	-18	-11	1
CHRM1 PAM	9	8	13	-3	-8	4	10	11
M1 antag	-9	1	-17	-7	10	-2	-3	-14
CHRM1 agonist	-7	-2	-2	-3	-3	-2	-16	-3
M4 antag	-8	-4	-4	3	-2	5	-3	-4
M1 ag parental	0.1	0.2	-0.8	1.4	4.8	0.6	0.1	0.1
CHRM4 agonist	0	1	-1	-1	19	2	2	1
CHO-K1 Ca antag	-5	-11	4	-12	0	-4	-16	-12
OXTR potentiate	3	-3	-1	-15	/	3	-2	2

Sorted by SMILES length (smallest number first): some entries from above.
38. COc1ccc2oc(C(=O)NCC3CCCO3)c(C)c2c1 (stereo unspecified)
34. CCC(C)(C)C1CCc2[nH]nc(C(=O)NCCCNC(=O)OC(C)(C)C)c2C1 (stereo unspecified)
40. COc1cc(NC(=O)COC(=O)CCCC2=NS(=O)(=O)c3ccccc3N2)cc(OC)c1
36. COc1ccc(CNC(=O)C(c2ccc(C)o2)N(C(=O)c2csnn2)c2ccc(C(C)C)cc2)cc1 (stereo unspecified)
37. O=C(NCCN1CCOCC1)c1ccccc1N1C(=O)[C@@H]2Cc3c([nH]c4ccccc34)C(c3cccc(Cl)c3)N2C1=O (stereo partly specified)

compound no.	38	34	40	36	37
CHO parental Ca	-18	-4	1	-25	/
CHRM1 PAM	4	8	11	-3	-8
M1 antag	-2	1	-14	-7	10
CHRM1 agonist	-2	-2	-3	-3	-3
M4 antag	5	-4	-4	3	-2
M1 ag parental	0.6	0.2	0.1	1.4	4.8
CHRM4 agonist	2	1	1	-1	19
CHO-K1 Ca antag	-4	-11	-12	-12	0
OXTR potentiate	3	-3	2	-15	/

New compounds follow.
41. CCN(CC)c1nc2ccccc2n(Cc2cccc(OC)c2)c1=O
42. O=C(Nc1cc(S(=O)(=O)N2CCCCCC2)ccc1OCC(F)(F)F)c1cnccn1
43. COc1ccc(CNC2CCCc3ccccc32)cc1OC (stereo unspecified)
44. O=C1c2ccccc2C(=O)N1CCCCCc1nc(-c2ccccc2)no1
45. Cn1nc(C(F)(F)F)c(-c2ccccc2)c1NC(=O)c1cccnc1

compound no.	41	42	43	44	45
CHO parental Ca	-28	-23	-13	-12	-9
CHRM1 PAM	9	15	1	1	4
M1 antag	13	-13	-8	-8	-8
CHRM1 agonist	8	0	-5	-3	-2
M4 antag	-24	-2	-17	3	-6
M1 ag parental	-0.8	-0.2	1.6	0.3	2.9
CHRM4 agonist	-1	-2	2	0	1
CHO-K1 Ca antag	14	-18	-10	21	-15
OXTR potentiate	-3	-8	0	-19	4
